# Screening results deposited in PubChem by National Center for Advancing Translational Sciences (NCATS).
# Tau fluor cs = counter-screen for tau fibril formation inhibitors; tau K18 P301L Alexa594 fluorescence, heparin fibrillization; hit rate 0.93% among 280,000; Potency, µM (titrated, usually from 57.7 µM), inactives show at the highest dose activity change, negative = decrease; note: % is set by controls: 0 for no effect and ±100 for the full control effect; nearly all actives have a fitted effect of over 55% in size
#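 Human tau K18 P301L (15 uM unlabeled, 0.24 uM Alexa 594-labeled) in 100 mM sodium acetate pH 7 with 20 uM heparin, 6 hr at 37 C. ThT 30 uM added, 1 hr ambient; Alexa 594 FP and total fluorescence read at 555/632 nm.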
# L3MBTL1 block = L3MBTL1 (human) inhibition; Q9Y468; AlphaScreen L3MBTL1–H3K9me1 peptide binding; Potency, µM (series often up to 57.1 µM), for inactives: at the top dose activity, negative = inhibition, hits mostly inhibitors; hit rate 0.66% among 230,000; note: % is set by controls: 0 for no effect and ±100 for the full control effect; nearly all actives have a fitted effect of over 60% in size
#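 Read-out is AlphaScreen signal from streptavidin donor and nickel chelate acceptor beads (10 ug/mL final each) bridging L3MBTL1 (50 nM) and biotinylated K9-monomethylated H3(1-15) peptide (75 nM), after 30 min compound exposure at room temperature.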
# TexasRed fluor = Texas Red fluorescence interference in TRb-SRC2 counter-screen; TRb/SRC2 Texas Red total fluorescence interference; hit rate 0.29% among 280,000; Potency, µM (highest dose often 106 µM), inactives show at the highest dose fluorescence change, negative = quenching; AID 1479; active = well fitted curve in either direction with a large enough effect; inconclusive = small, poorly fitted or top-dose-only effect; note: % is set by controls: 0 for no effect and ±100 for the full control effect
#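 Human TRβ ligand-binding domain (0.6 uM) and Texas Red SRC2 peptide (20 nM) in Tris buffer with 1 uM T3 and 5% DMSO were incubated with pinned compound for 5 hr at ambient temperature. Total fluorescence was computed as S + 2P (555/632 nm).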
# TRb-SRC2 inh = disrupts binding of human TR beta to SRC2 | AID 1469 | TRbeta-SRC2 peptide binding, fluorescence polarization; receptor liganded with 1 µM T3 | hit rate 0.065% among 280,000 | Potency, µM (series often up to 106 µM), for the others: top-dose activity change, negative = inhibition, most hits filed as inhibitors;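 note: plate controls were bound peptide for no effect and peptide without receptor for full effect; nearly all actives have a fitted effect of over 50% in size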
#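 Human TRb LBD (0.6 uM) plus Texas Red-labeled SRC2 peptide (20 nM), 1uM T3, 5% DMSO, 5 hr at ambient temperature. Decreased polarization (555/632 nm) flags inhibition; data normalized to free and bound peptide controls.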
# HTT cytoprotect = cytoprotection in Huntington HTT-Q103 PC12 cell model; PC12 HTT-Q103 induced, cytoprotection, ATP luminescence, 40 h; Potency, µM (doses to about 56.4 µM), for inactives: cytoprotection (ATP increase), usual class: activators; hit rate 0.14% among 230,000; AID 1471;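 note: % of control where 0% means no effect; nearly all actives have a fitted effect of over 45% in size; toxic huntingtin expression switched on by the ecdysone agonist tebufenozide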
#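 Cells were plated at 1500 per well in phenol red-free DMEM with 5% equine and 5% calf serum. Tebufenozide (100 nM final) and compounds were added, then ATPlite reagent, and luminescence was read.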
# RECQ1 inh = inhibitors of human RECQ1 DNA helicase; Potency, µM (doses to about 57.3 µM), inactives show at the highest dose activity, negative = inhibition, most hits filed as inhibitors; hit rate 0.54% among 240,000; RECQ1 DNA unwinding, red fluorescence kinetic read; P46063;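 note: plate controls were vehicle for no effect and no enzyme for full effect; nearly all actives have a fitted effect of over 30% in size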
# Target sequence (P46063 whole entry, looked up): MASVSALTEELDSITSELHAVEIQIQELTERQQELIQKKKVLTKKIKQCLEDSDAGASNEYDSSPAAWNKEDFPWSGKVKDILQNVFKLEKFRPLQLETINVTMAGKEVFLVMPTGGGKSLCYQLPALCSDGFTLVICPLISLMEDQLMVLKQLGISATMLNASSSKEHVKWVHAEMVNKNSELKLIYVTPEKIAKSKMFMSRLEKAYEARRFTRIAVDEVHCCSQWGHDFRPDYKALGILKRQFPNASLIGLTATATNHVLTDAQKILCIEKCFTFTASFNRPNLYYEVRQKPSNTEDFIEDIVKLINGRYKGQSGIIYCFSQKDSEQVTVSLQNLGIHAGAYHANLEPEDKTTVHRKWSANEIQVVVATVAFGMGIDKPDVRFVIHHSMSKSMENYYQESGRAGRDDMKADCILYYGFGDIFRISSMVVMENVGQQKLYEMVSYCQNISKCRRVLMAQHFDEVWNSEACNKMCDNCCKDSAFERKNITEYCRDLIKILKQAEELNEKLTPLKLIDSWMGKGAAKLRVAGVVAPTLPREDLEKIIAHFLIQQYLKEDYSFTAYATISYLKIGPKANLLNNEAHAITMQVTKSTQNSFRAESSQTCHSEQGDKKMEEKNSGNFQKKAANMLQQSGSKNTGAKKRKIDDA
#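 50 nM RECQ1T1 preincubated 15 min with compound in Tris pH 8.0 buffer with MgCl2, DTT, Tween-20 and 2.5 ug/ml poly(dI-dC); started with 200 nM TAMRA/BHQ-2 forked duplex and 2 mM ATP. Unwinding read as fluorescence (525/598 nm), two reads 2 h apart.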
# Tau FP inhib = tau fibrillization inhibition (FP); P10636; AID 1468; Potency, µM (highest dose often 57.7 µM), for the others: at the top dose activity, negative = inhibition, hits mostly inhibitors; hit rate 0.39% among 280,000; K18 P301L tau heparin fibrillization, Alexa594 FP, 6 h; note: % is set by controls: 0 for no effect and ±100 for the full control effect; nearly all actives have a fitted effect of over 55% in size
# Target sequence (P10636 561-689 P618L limits assumed): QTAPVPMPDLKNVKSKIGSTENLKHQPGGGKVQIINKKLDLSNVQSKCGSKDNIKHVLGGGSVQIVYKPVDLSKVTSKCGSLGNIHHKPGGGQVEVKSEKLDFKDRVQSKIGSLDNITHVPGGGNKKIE
#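 Recombinant K18 P301L […], labeled with Alexa 594 at 0.24 uM over 15 uM unlabeled; heparin inducer 20 uM final; 37 C, 6 hr; FP endpoint.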
# Tau ThT inhib = blocks human tau fibril formation measured by thioflavin T; P10636; recombinant tau K18 P301L, heparin-induced fibrillization, ThT fluorescence; hit rate 2.1% among 270,000; Potency, µM (highest dose often 57.4 µM), inactives show at the highest dose activity, negative = inhibition, actives largely listed as inhibitors; AID 1460; note: % is set by controls: 0 for no effect and ±100 for the full control effect; nearly all actives have a fitted effect of over 55% in size
#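 Fibril formation assay: tau K18 P301L at 15 uM with trace Alexa 594 label, heparin inducer 20 uM, pH 7 sodium acetate buffer, 37 C for 6 hr; endpoint ThT signal.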
# * = called active by the depositor; i = inactive; ? = inconclusive; nt = not tested or not shown; [ ] = another dose, or the depositor's remark. Unless noted, calls come from the whole dose curve; as a rule, active = well fitted curve in the direction sought with a large enough effect; inconclusive = small, poorly fitted or top-dose-only effect, or another doubt; inactive = no such curve, though single readings can be large; an effect the other way counts as inactive or inconclusive. Potency is the fitted concentration of half-maximal effect.
# Below each compound: Tau fluor cs	L3MBTL1 block	TexasRed fluor	TRb-SRC2 inh	HTT cytoprotect	RECQ1 inh	Tau FP inhib	Tau ThT inhib
Cc1ccc(C)c(C(=O)CN2C(=O)NC3(CCCCCCC3)C2=O)c1
  -9.8%	-1.9%	-1.5%	4.8%	-12.9%	i	0.3%	-4.3%
C1CN(c2nc3nonc3nc2N2CCOCC2)CCO1
  1.9%	-1.3%	-4.4%	0.9%	10.4%	-8.7%	-1.1%	-6.4%
CCc1nc2sccc2c(=O)n1N
  -4.8%	nt	-5.8%	7.8%	-5.0%	-2.7%	-0.7%	-3.1%
CC(=O)Nc1nc2cc3c(cc2s1)OCO3
  5.2%	7.5%	-5.3%	5.0%	-8.7%	-5.2%	7.6%	-4.7%
Cc1ccc(Oc2ncc(CN3CCOCC3)s2)cc1
  1.9%	0.6%	0.7%	2.8%	6.1%	-0.1%	-4.5%	5.1%
O=C(C[N+]1(CC#Cc2ccccc2)CCCCC1)c1ccc(Cl)cc1
  -10.9%	nt	-2.4%	2.3%	4.6%	-1.8%	-0.5%	-12.4%
O=C1NC(c2ccccc2)=C(c2ccc3ccccc3n2)C(c2ccncc2)N1 (configuration not stated)
  ?	1.4%	-2.8%	2.1%	-24.0%	2.9%	-16.3%	11.2µM*
NC(=O)NC(c1ccccc1)c1cccc2ccccc12 (configuration not stated)
  -0.3%	nt	-2.1%	-0.4%	23.4%[10 µM]	5.3%	3.4%	7.7%
COc1ccc(CCNC(=S)Nc2cccc(C)c2)cc1
  -24.3%	nt	-2.7%	-5.4%	-0.1%	-9.0%	-2.3%	-15.8%
CCOC(=O)c1ccc(S(=O)(=O)N(CCO)Cc2cc3cc(OC)c(OC)cc3[nH]c2=O)cc1
  -8.2%	nt	0.8%	1.5%	-11.5%[10 µM]	-8.4%	3.2%	nt
Cc1cc(C(=O)NCC(=O)OC(C(=O)Nc2cc(C(F)(F)F)ccc2Cl)c2ccccc2)ccc1[N+](=O)[O-] (configuration not stated)
  ?	nt	-4.0%	4.5%	7.4%	-15.9%	-2.0%	-14.2%
Cc1cc(C(F)(F)F)n(-c2nc(C(=O)NNS(=O)(=O)c3ccccc3[N+](=O)[O-])cs2)n1
  -5.4%	6.8%	-3.7%	-5.1%	12.9%	-11.3%	0.8%	?
CN(C(=O)CSc1nnc(-c2cccnc2)n1-c1ccccc1F)C1CCS(=O)(=O)C1 (configuration not stated)
  5.3%	0.0%	-7.4%	-3.5%	-10.2%	-0.9%	4.8%	0.6%
COc1ccccc1NC(=S)N1CCC(c2nc3cc(C)c(C)cc3[nH]2)CC1
  2.3%	-3.3%	2.3%	0.1%	-20.9%	i	1.8%	-6.0%
CO/N=C\C(=N\Nc1ccc(OC)cc1)C(=O)c1ccccc1
  ?	nt	-0.1%	0.4%	-8.3%	-7.4%	-3.3%	?
CCOC(=O)CCNC(C)C1COc2ccccc2O1 (configuration not stated)
  4.5%	-0.5%	-2.4%	-7.1%	-7.7%[10 µM]	20.4%	4.0%	4.5%
CCn1c(-c2cc(OC)ccc2OC)csc1=Nc1c(C)n(C)n(-c2ccccc2)c1=O
  1.1%	-20.9%	-4.4%	-21.5%	26.5%[10 µM]	1.5%	?	-0.5%
CCCCCC(=O)NNC1CC(=O)N(c2ccccc2)C1=O (configuration not stated)
  -7.2%	-1.9%	-0.6%	5.7%	24.7%[10 µM]	-1.7%	-6.8%	-5.8%
CCCc1cc(N2CCN(c3cc(Cl)ccc3C)CC2)n2cnnc2n1
  -3.2%	nt	0.2%	0.6%	nt	nt	-5.6%	?
COCCNC(=O)c1onc(CSc2cccc(Cl)c2)c1C(=O)O
  3.0%	12.0%	1.1%	-12.4%	-11.8%	i	-4.3%	7.6%

# Reprinted from the part before: 3 compounds, then new ones.
# Below each compound: Tau fluor cs	L3MBTL1 block	TexasRed fluor	TRb-SRC2 inh	HTT cytoprotect	RECQ1 inh	Tau FP inhib	Tau ThT inhib
CCCCCC(=O)NNC1CC(=O)N(c2ccccc2)C1=O (configuration not stated)
  -7.2%	-1.9%	-0.6%	5.7%	24.7%[10 µM]	-1.7%	-6.8%	-5.8%
CCCc1cc(N2CCN(c3cc(Cl)ccc3C)CC2)n2cnnc2n1
  -3.2%	nt	0.2%	0.6%	nt	nt	-5.6%	?
COCCNC(=O)c1onc(CSc2cccc(Cl)c2)c1C(=O)O
  3.0%	12.0%	1.1%	-12.4%	-11.8%	i	-4.3%	7.6%
CC1CCN(C(=O)c2ccc(CSc3nc4ccncc4n3Cc3ccc(F)cc3)cc2)CC1
  -10.7%	-1.0%	-2.4%	2.5%	nt	-1.4%	6.8%	-13.4%
Cc1nc(NC2CCCCC2)c2nc(-c3ccccc3)n(CCN(C)C)c2n1
  -10.2%	nt	-0.6%	-3.9%	-42.0%[inhibitor]	-1.1%	-2.9%	-12.6%
C=CCCCCc1nc2ccccc2c(=O)n1N
  -0.5%	0.3%	-0.5%	1.9%	-0.7%[10 µM]	-0.8%	2.6%	-2.3%
Cc1c(CNC2CCCCCC2)c(C(=O)O)c(C)n1Cc1ccc(F)cc1
  1.0%	nt	-2.0%	0.9%	nt	nt	-8.5%	5.2%
CCOCCCNC(=O)CNC(=S)N(Cc1ccccc1F)C1CCCCC1
  -11.2%	18.7%	-3.7%	-24.2%	-2.1%	i	2.7%	7.6%
CCOc1ccc(CCNC(=O)c2cc3cc4ccc(OC)cc4nc3s2)cc1OCC
  -5.1%	nt	-1.4%	-6.8%	nt	nt	-1.7%	?
CC(C)CCNC(=O)C1CC(c2ccccc2C(F)(F)F)=NO1 (configuration not stated)
  18.2%	nt	-0.8%	-15.4%	-40.6%[10 µM]	i	4.3%	15.8%
CCC(C)NC(=O)Cn1cnc2sc(C)c(S(=O)(=O)N3CCN(c4ccccc4OC)CC3)c2c1=O (configuration not stated)
  -22.3%	nt	0.8%	5.0%	nt	nt	-3.0%	-10.0%
Cc1ccc(C2CC(=O)c3cnc(N4CC(C)CC(C)C4)nc3C2)cc1 (configuration not stated)
  3.3%	4.5%	0.4%	-0.6%	10.0%	11.7%	5.6%	-2.8%
COc1ccc(C2CC(C(F)(F)F)n3nc(C(=O)N(C)Cc4cn(C)nc4C)c(Cl)c3N2)cc1 (configuration not stated)
  -3.0%	1.6%	1.1%	5.9%	-11.3%	-11.1%	4.5%	-9.7%
Cc1ccn2c(NC(=O)C(C)(C)Oc3ccc(Cl)cc3)c(-c3cccs3)nc2c1
  -9.5%	-1.3%	-7.1%	-5.9%	6.6%[10 µM]	-2.0%	17.0%	?
CCOC(=O)c1c(C)n(C)c2ccc(OC(=O)c3ccc(N4C(=O)CCC4=O)cc3)cc12
  -27.4%	6.4%	2.1%	-14.9%	0.9%[10 µM]	-1.2%	-2.4%	-7.2%
Cc1cc2oc(=O)cc(COC(=O)Cn3cnnn3)c2cc1C(C)C
  -2.0%	3.5%	-3.6%	-19.2%	-15.9%[10 µM]	-3.2%	-1.3%	-4.6%
c1n[nH]c(NCc2ccc3c(c2)OCO3)n1
  -2.8%	?	-1.1%	-14.0%	-12.5%[10 µM]	i	6.5%	-8.2%
COc1cc(NC(=O)Cn2c(=O)n(Cc3ccccc3Cl)c(=O)c3cc(OC)c(OC)cc32)cc(OC)c1
  -8.8%	nt	-0.8%	-6.5%	nt	nt	?	15.9%
CNC(=S)N1N=C(c2ccc(C)cc2)CC1c1ccc(OC)c(OC)c1 (configuration not stated)
  3.4%	-0.1%	-5.1%	0.3%	7.6%[10 µM]	-15.3%	6.3%	7.0%
Cc1ccc(NC(=O)c2c(NC(=O)Cc3ccccc3)sc3c2CCCC3)cc1
  -5.0%	nt	12.4%	-0.9%	nt	nt	-8.0%	6.2%
Cc1ccc(CNC(=O)Cn2c([N+](=O)[O-])cnc2C)cc1
  -7.4%	1.7%	-0.3%	-2.0%	15.5%[10 µM]	i	-6.3%	-7.6%
CN1CCC(=NOc2ccc([N+](=O)[O-])cc2)CC1
  -3.7%	?	-3.9%	-2.8%	14.2%[10 µM]	-2.1%	7.0%	-4.4%
COc1ccc(CCNCc2csc3nc4ccccc4n23)cc1OC
  -0.4%	-5.9%	1.0%	-7.0%	-17.7%	i	1.0%	3.7%
Cc1cc(C)c(C#N)c(SCS(=O)Cc2ccc(Cl)cc2)n1 (configuration not stated)
  -8.1%	-3.8%	-0.6%	0.8%	-22.3%	i	-4.0%	-7.1%
Cc1ccccc1NCC(=O)N/N=C\c1ccc2c(c1)OCO2
  -28.9%	-16.1%	-1.0%	1.9%	-50.7%[inhibitor]	i	-7.4%	?
Cc1ccc(COCCN2CCN(S(=O)(=O)c3ccccc3)CCC2=O)cc1
  2.8%	nt	2.0%	1.3%	24.9%[10 µM]	-10.3%	2.5%	?
C#CCCCO/N=C1/C[C@@H](O)[C@@H](O)[C@@H]2[C@@H]3C(=O)N(Cc4ccccc4)C(=O)[C@H]3CC[C@@H]12
  -24.9%[11.6 µM]	nt	2.5%[11.2 µM]	-1.7%[11.2 µM]	0.6%[10 µM]	15.3%[11.5 µM]	3.2%[11.6 µM]	?
CCOC(=O)C1CCCN(Cc2ccc(OC)cc2OC)C1 (configuration not stated)
  -8.7%	8.0%	1.6%	6.7%	-6.7%	i	-2.3%	-11.5%
CCCCC(C(=O)OCC)C(N)Cc1ccc(F)cc1 (configuration not stated)
  -4.7%	nt	0.5%	-16.2%	-5.0%	-14.5%	2.4%	-3.8%
CC1(C)Nc2ccccc2N(CCC(=O)N2CCOCC2)C1=O
  8.4%	4.1%	-3.2%	-6.7%	-7.7%	i	2.7%	1.8%
CCOC(=O)N1CCC2(CC1)OC(=O)C(C)=C2C(=O)NCc1cccc(F)c1
  -3.8%	nt	7.7%	-2.1%	nt	nt	-4.1%	-1.2%

# This is a subset, so the mix of outcomes need not match the whole.
